# M. tuberculosis: growth inhibition of non-replicating M. tuberculosis (AID 488890); Mycobacterium tuberculosis non-replicating, growth inhibition; higher % means a stronger effect; hit rate 0.39% among 320,000; inhibition, % at 25 µM, or IC50 in µM where a hit was titrated; in the data active = a potency from the dose series; inconclusive = inhibition mostly from about 82% at the one dose, without a potency; inactive = the rest, 99 in 100 with inhibition below about 76%;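 also: plate controls were DMSO cells for no effect and high antibiotic wells for full effect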
# VEEV TC-83 Vero: inhibitors of VEEV TC-83 cytopathic effect, confirmation, Vero cells (AID 588727) | Vero cells, VEEV TC-83 cytopathic effect inhibition; higher % means a stronger effect | inhibition, % at 20 µM, or IC50 in µM where a hit was titrated | hit rate 0.13% among 350,000; in the data active = a potency from the dose series; inconclusive = inhibition mostly from about 14% at the one dose, without a potency; inactive = the rest, 99 in 100 with inhibition below about 12%; also: strong numbers were not always called active
# H1N1 NS1A inhibition: NS1A inhibition, H1N1 influenza, cell based functional assay (AID 504329). hit rate 0.3% among 340,000. inhibition, % at 12.5 µM, or IC50 in µM where a hit was titrated. NS1A functional cell-based assay, percent inhibition; higher % means a stronger effect; in the data active = a potency from the dose series; inconclusive = inhibition above about 27% without an active follow-up result; also: strong numbers were not always called active
# PhoP GFP inhibition: PhoP regulon inhibitors, Salmonella typhi PhoP promoter GFP reporter, confirmatory (AID 1850); inhibition, % at 50 µM; hits with a dose series show IC50 in µM; Salmonella Typhi PhoP-promoter GFP reporter, fluorescence, 4 h; higher % means a stronger effect; hit rate 0.33% among 310,000; in the data active = a potency from the dose series; inconclusive = inhibition mostly from about 25% at the one dose, without a potency; inactive = the rest, 99 in 100 with inhibition below about 19%;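 also: 0% = induced wells with vehicle and 100% = uninduced wells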
# M. tuberculosis HTS: M. tuberculosis growth inhibition, HTS (AID 449762); M. tuberculosis H37Rv growth inhibition, 7H9 media; higher % means a stronger effect; one-dose inhibition, % at 25 µM; IC50 in µM for titrated hits; hit rate 0.59% among 330,000; in the data active = a potency from the dose series; inconclusive = inhibition above about 70% without an active follow-up result;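 also: bacterial growth assessed after seven days of incubation; strong numbers were not always called active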
# VEEV TC-83 Vero 10K pilot screen: recorded beside VEEV TC-83 Vero, whose call it bears; inhibition, %; measured here: 10K pilot screen inhibition
# * = called active by the depositor; i = inactive; u = inconclusive; x = no result given.
SMILES,M. tuberculosis,VEEV TC-83 Vero,H1N1 NS1A inhibition,PhoP GFP inhibition,M. tuberculosis HTS,others
Cc1ccc(C(=O)N2CCCC(c3nc4c(nnn4Cc4ccccc4)c(=O)[nH]3)C2)cc1 (stereo not drawn),19%,i,-11%,-3%,-4%,
NC(=O)COC(=O)c1sc2cc(F)ccc2c1Cl,u,4.6%,-5%,14%,38%,
O=S(=O)(c1ccc(F)c(F)c1)N1CCN(S(=O)(=O)c2cccs2)CC1,7%,0.3%,-4%,-4%,4%,
CC(C)OC(=O)CSc1nnc(C2CCCCC2)n1N,8%,0.6%,x,0%,3%,
CCC(=O)n1nc(-c2ccc(OC)cc2)nc1NCc1cccs1,x,1.4%,13%,x,x,
Cc1cccc(C)c1NC(=O)CS(=O)CC(=O)Nc1ccc(N2CCOCC2)cc1 (stereo not drawn),-9%,0.7%,-1%,13%,0%,
O=C(CCc1nnc(Cc2ccc(-c3ccccc3)cc2)o1)NCC1CC1,35%,i,-11%,13%,-11%,
Cc1csc(NC(=O)CSc2nc3ccccc3c3c2CCCC3)n1,34%,1.9%,-9%,4%,24%,
O=C(CNC(=O)c1cccs1)OCC(=O)c1ccc(Cl)cc1,44%,0.7%,1%,-8%,2%,
COc1cc(C(=S)N2CCOCC2)ccc1OC(=O)/C=C/c1ccco1,4%,i,-6%,-11%,5%,
Cc1cccc(N2CCN(C(=O)C34CC5CC(CC(C5)C3)C4)CC2)c1C,59%,6.0%,3%,-6%,11%,
CCc1ccc(Nc2nnc(SCC(=O)NC(=O)CN3CCCC3=O)s2)cc1,-8%,0.2%,-4%,x,37%,

# Next section, overlapping the part above by three compounds.
SMILES,M. tuberculosis,VEEV TC-83 Vero,H1N1 NS1A inhibition,PhoP GFP inhibition,M. tuberculosis HTS,others
COc1cc(C(=S)N2CCOCC2)ccc1OC(=O)/C=C/c1ccco1,4%,i,-6%,-11%,5%,
Cc1cccc(N2CCN(C(=O)C34CC5CC(CC(C5)C3)C4)CC2)c1C,59%,6.0%,3%,-6%,11%,
CCc1ccc(Nc2nnc(SCC(=O)NC(=O)CN3CCCC3=O)s2)cc1,-8%,0.2%,-4%,x,37%,
O=C(CSc1nnc2ccccn12)NC(=O)c1ccccc1,-5%,0.7%,-17%,x,-3%,
O=C(Nc1ccccc1C1CC1)c1cccs1,-1%,2.0%,5%,-2%,-3%,
Cc1c(-c2ccccc2)nc2ccccc2c1C(=O)NCc1cccs1,5%,9.4%,2%,-8%,-7%,
Cc1ccc(OCCCC(=O)Nc2nncs2)cc1,60%,1.2%,-1%,-3%,2%,
Cc1cc(Nc2ccccc2Cl)nc(-c2ccccc2O)n1,-3%,0.8%,0%,-2%,57%,
CC(CCc1ccccc1)NC(=O)Cc1ccc(Br)cc1 (stereo not drawn),67%,i,-14%,-2%,8%,
COc1cc(/C=C/c2ccc3cccc(O)c3n2)cc(OC)c1OC,u,3.9%,-13%,4%,u,
CSCCC(NC(=O)OCc1ccccc1)C(=O)NCc1cccnc1 (stereo not drawn),-11%,1.8%,-12%,10%,-4%,
CCN(Cc1ccccc1)c1ccc(/C=N/NS(=O)(=O)c2cccc([N+](=O)[O-])c2)cc1,14%,1.2%,1%,-5%,3%,
Cc1cc(C(=O)Cn2nc(C(=O)O)c3ccccc3c2=O)c(C)n1CCc1ccc(F)cc1,13%,1.7%,17%,4%,1%,
O=C(CSc1nncn1-c1ccccc1)Nc1cc(F)ccc1F,-14%,0.8%,-4%,9%,-3%,
C=CCn1c(C)c(C=C2C(=O)NC(=O)NC2=O)c2ccccc21,19%,0.2%,3%,2%,0%,
COc1ccc(NS(=O)(=O)c2ccc3c(c2)CCCN3C(C)=O)cc1,0%,i,-3%,0%,-10%,
Cc1cc2cc(CNC(=S)Nc3ccc(OC(F)(F)F)cc3)ccc2n1C,x,i,>100µM*,-5%,-4%,
COc1ccc(-c2c(C)oc3cc(O)cc(O)c3c2=O)cc1OC,x,5.5%,-4%,20%,-2%,
Oc1ccccc1-c1cc(-c2cccc(F)c2)n[nH]1,5%,i,0%,22%,-6%,
COC(=O)c1sccc1NC(=O)Nc1cccc(C)c1,4%,0.4%,-10%,1%,-6%,
Cc1nnc(SC(C)C(=O)NC2CCCCC2C)n1N (stereo not drawn),-3%,1.5%,-16%,-2%,-3%,
Cc1ccc(Sc2ncccc2C(=O)NCc2cc([N+](=O)[O-])ccc2O)cc1C,3%,7.8%,-8%,-9%,2%,
O=C(Cn1cnc2c(cnn2-c2ccc(F)cc2)c1=O)NCC1CCCO1 (stereo not drawn),8%,1.8%,10%,-2%,-5%,VEEV TC-83 Vero 10K pilot screen=0.2
Cc1ccc(Nc2nc(N)nc(CN3CCCCCC3)n2)cc1,53%,0.5%,-1%,-1%,-8%,
Cc1cc(C(=O)Nc2ccccc2Cl)n(-c2ccccc2)n1,5%,0.8%,-22%,0%,0%,
CCCCN(C)C(=O)CNC(=O)c1nn(-c2ccc(OC)cc2OC)c(=O)c2ccccc12,-5%,i,5%,-1%,6%,
COc1cc(CNCc2ccncc2)cc(Br)c1OCc1ccccc1F,37%,i,-5%,-5%,u,VEEV TC-83 Vero 10K pilot screen=0.4
COc1cccc(N2C(=O)C3NN=C(C(=O)CN4C(=O)c5ccccc5C4=O)C3C2=O)c1 (stereo not drawn),-12%,i,x,1%,-10%,
CC(C)n1c(CCC(=O)O)ccc1-c1ccccc1,26%,i,0%,7%,-8%,
O=C1CCCN1CC(O)CS(=O)(=O)Cc1ccccc1 (stereo not drawn),x,1.2%,-6%,1%,-2%,
CCCCOc1cccc(-c2nnc(N)s2)c1,32%,5.4%,11%,-8%,47%,
CC(C)=CCC[C@](C)(O)C1CC[C@]2(C)C1[C@H](O)CC1[C@@]3(C)CC[C@H](O[C@@H]4O[C@H](CO)[C@@H](O)[C@H](O)[C@H]4O[C@@H]4O[C@H](CO)[C@@H](O)[C@H](O)[C@H]4O)C(C)(C)C3CC[C@]12C (stereo partly drawn),53%,0.7%,9%,x,-2%,
Cc1ccccc1OCc1nc(-c2ccc(-n3cccc3)cc2)no1,x,0.7%,9%,x,-2%,
CCOC(=O)c1ccc(NC(=O)C2CCN(S(=O)(=O)c3c(C)nn(C)c3C)CC2)cc1,18%,i,0%,-4%,-1%,VEEV TC-83 Vero 10K pilot screen=2.0
Cc1nn(C)cc1S(=O)(=O)N1CCN(Cc2ccc(F)cc2Cl)CC1,-13%,0.5%,-3%,-6%,5%,
Cc1ccc(-n2nnc(-c3cnc4ccccc4c3)n2)cc1,14%,0.6%,1%,-2%,3%,
COc1cc(C(=O)N/N=C(\C)c2ccc3c(c2)OCO3)cc(OC)c1OC,-8%,3.0%,11%,4%,-7%,VEEV TC-83 Vero 10K pilot screen=8.2
CCC[n+]1c(C)sc2c(OC)ccc(OC)c21,18%,2.5%,-1%,-9%,3%,
CCOc1ccc(N2C(=O)C3Sc4[nH]c(=O)sc4C(/C=C/c4ccccc4)C3C2=O)cc1 (stereo not drawn),2%,2.1%,1%,-7%,-7%,
Cc1ccc(C(=O)NC(=S)Nc2cccc(-c3nc4ccccc4s3)c2)cc1,6%,1.1%,5%,-3%,7%,
COc1ccc(CNC(=O)CCNS(=O)(=O)c2ccc(Br)s2)cc1,-11%,0.4%,5%,-1%,-2%,
CC(=O)Nc1ccc(OCC(O)CN2C(C)(C)CC(O)CC2(C)C)cc1 (stereo not drawn),-3%,i,-14%,-2%,-3%,
COCCN1C=C2C(=O)C(C)(OC(=O)c3cccs3)C(=O)C=C2C=C1CCCC(=O)OC (stereo not drawn),-2%,i,-1%,-4%,4%,
CC(C)CCNC(=O)C(c1ccco1)N(Cc1ccc(F)cc1)C(=O)c1snc(C(N)=O)c1N (stereo not drawn),20%,i,6%,12%,-1%,
O=C(CCN1C(=O)C2CC=CCC2C1=O)Nc1ccc(S(=O)(=O)N2CCCCC2)cc1 (stereo not drawn),x,2.5%,-10%,x,x,
C/C(=N\Nc1nc2ccccc2[nH]1)c1ccc([N+](=O)[O-])cc1,6%,0.2%,2%,6%,8%,
COc1ccc(NC(=O)c2ccc(-c3csc(C)n3)cc2)cc1,43%,i,-3%,3%,7%,
COc1ccc(CN(Cc2nc3ccccc3c(=O)[nH]2)C(=O)C(C)(C)C)cc1,-1%,i,2%,-10%,5%,
O=C(COC(=O)c1ccc2c(c1)OCO2)Nc1ccccc1OC(F)F,9%,i,-1%,x,10%,
O=C(NC1(C(=O)O)CCCC1)c1ccccc1,x,1.0%,-3%,x,x,
CC(=O)c1c(COC(=O)c2cccc(C)c2)nc2ccccc2[n+]1[O-],34%,3.3%,4%,12%,-1%,
Fc1ccccc1CSc1ncnc2c1oc1ccccc12,26%,i,-11%,1%,-10%,
O=C(NCCCN1CCCC1=O)c1cc(=O)c2ccccc2o1,-11%,0.6%,-17%,-9%,-2%,
COc1ccc(C(=O)N2CCc3cc(OC)c(OC)cc3C2)cc1OC,-7%,7.2%,-6%,-2%,-3%,
COc1ccc(CC(=O)Nc2ccc(S(=O)(=O)Nc3nccc(C)n3)cc2)cc1,15%,i,8%,-4%,6%,
Cc1[nH]c2ccccc2c1C(=O)C(C)OC(=O)c1ccc(NC(=O)CC#N)cc1 (stereo not drawn),49%,8.4%,-1%,7%,47%,
CCOc1ccc(CN(C)C(=O)CCNC(=O)c2ccco2)cc1,-24%,0.7%,4%,x,1%,
CCOc1ccccc1C(=O)Nc1nn[nH]n1,-3%,0.3%,0%,-6%,-6%,
COc1ccccc1C(=O)Nc1ccc(S(=O)(=O)N2CCCCC2)cc1,10%,7.7%,12%,5%,-2%,
C/C(=C\C(=O)c1ccc(C)cc1)Nc1cccc(O)c1,1%,2.3%,8%,0%,-4%,
NS(=O)(=O)c1ccc(CNC(=O)c2ccc(NS(=O)(=O)c3ccc4[nH]c(=O)[nH]c4c3)cc2)cc1,-16%,3.5%,-8%,9%,-8%,
O=C1CN(C(=O)/C=C/c2ccccc2)CCN1,-10%,1.3%,0%,15%,6%,
CCOC(=O)CN(C(=O)COc1nc(-c2ccccc2)cc(C)c1C#N)c1ccccc1C,5%,i,x,2%,6%,
# Next section
SMILES,M. tuberculosis,VEEV TC-83 Vero,H1N1 NS1A inhibition,PhoP GFP inhibition,M. tuberculosis HTS,others
O=C(COC(=O)CCc1nc2ccccc2n1-c1ccccc1)Nc1ccc(N2CCCCC2)cc1,1%,1.1%,-2%,-1%,-6%,
Cc1cc(-c2nc(C)c(C(=O)NNC(=O)NC(C)C)s2)no1,-20%,i,0%,-1%,-9%,
Cc1c(-c2ccccc2)nc2ccccc2c1C(=O)Nc1ccncc1,9%,4.0%,-4%,12%,4%,
O=C(CN1C(=O)S/C(=C\c2ccccc2)C1=O)Nc1cc([N+](=O)[O-])ccc1O,16%,5.5%,7%,-11%,-8%,
CCCS(=O)(=O)N1CCCC(C(=O)N2CCN(c3ccccn3)CC2)C1 (stereo not drawn),-11%,i,-20%,-3%,-1%,
CCc1cc(-c2n[nH]c(C)c2Oc2ccc(C(C)C)cc2)c(O)cc1O,-2%,2.4%,-2%,-13%,-10%,
COc1ccc(-c2cc(C(=O)Nc3cccc(C(C)=O)c3)no2)cc1,16%,1.3%,-11%,-1%,7%,
O=C(COC(=O)c1ccc(S(=O)(=O)N2CCCC2)cc1)Nc1cccc(Cl)c1,-8%,4.7%,-8%,x,-3%,
O=S(=O)(c1ccc(Br)c2ccccc12)N1CCCC1,26%,i,-10%,-1%,-3%,
Cc1c(C(=O)O)c(C(=O)O)c2n1CCS2,-11%,i,12%,6%,3%,
COCCCNC(=O)c1cc2c(=O)n3cccc(C)c3nc2s1,-3%,0.5%,-11%,7%,-1%,
C/C(=N\NC(=O)OC(C)(C)C)c1ccc[nH]1,1%,0.8%,5%,3%,4%,

# Structural class, the compounds so far with a COOH group.
SMILES,M. tuberculosis,VEEV TC-83 Vero,H1N1 NS1A inhibition,PhoP GFP inhibition,M. tuberculosis HTS,others
Cc1cc(C(=O)Cn2nc(C(=O)O)c3ccccc3c2=O)c(C)n1CCc1ccc(F)cc1,13%,1.7%,17%,4%,1%,
CC(C)n1c(CCC(=O)O)ccc1-c1ccccc1,26%,i,0%,7%,-8%,
O=C(NC1(C(=O)O)CCCC1)c1ccccc1,x,1.0%,-3%,x,x,
Cc1c(C(=O)O)c(C(=O)O)c2n1CCS2,-11%,i,12%,6%,3%,

# High-throughput results deposited in PubChem BioAssay by Southern Research Specialized Biocontainment Screening Center.

# This is a random part of the collection, and some 1.6% of all compounds hit somewhere here.
